GRP78 ERSR act – qHTS for Inducers of the Endoplasmic Reticulum Stress Response (ERSR) in Human Glioma: qHTS. U87-MG GRP78 promoter luciferase reporter, 16 h. Potency, µM, without a hit: at the highest dose activation, most hits filed as activators. actives 0.02% (n = 420,000). AID 602332, 2012; also: potency is read from the fitted curve at half-maximal effect; series mostly up to about 76 µM; % of control where 0% means no effect; nearly all actives have a fitted effect of over 35% in size
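ERSR induction read as luciferase luminescence (Bright-Glo, 10 min at room temperature) in stably transfected human U87-MG glioma cells exposed to compounds for 16 h, using GRP78 as sensor.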
Vif-A3G inh – qHTS for Inhibitors of Vif-A3G Interactions: qHTS; actives 0.076% (n = 410,000); Potency, µM (highest dose often 46.1 µM), for inactives: at the highest dose activity, negative = active, most hits filed as inhibitors; HeLa A3G-eYFP + Vif (tagged APOBEC3G with the HIV-1 protein that degrades it), YFP fluorescence, overnight; DNA dC->dU-editing enzyme APOBEC-3G (Homo sapiens), Q9HC16;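 also: potency is read from the fitted curve at half-maximal effect; % is scaled to controls: 0 for no effect and ±100 for the full control effect; nearly all actives have a fitted effect of over 60% in size; hits raise eYFP signal because A3G escapes Vif-driven loss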
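Read-out is eYFP fluorescence (Ex 488/Em 500-530) from Vif-expressing HeLa A3G-eYFP cells; more signal means A3G escaped Vif-mediated degradation. Cells plated overnight, compound pinned in, incubated overnight at 37 deg C.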
D2 potentiator – HTS Assay for Positive Allosteric Modulators of the Human D2 Dopamine Receptor: Primary Screen for Potentiators; HEK293 T-REx D2, calcium flux, EC20 dopamine potentiation; potentiation, % at 10 µM; actives 0.34% (n = 340,000); AID 485347, 2010;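 active = potentiation over 3 SD above the plate norm, cut at about 30% in these data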; also: 0% is about no effect
Target sequence (P14416 whole entry, looked up): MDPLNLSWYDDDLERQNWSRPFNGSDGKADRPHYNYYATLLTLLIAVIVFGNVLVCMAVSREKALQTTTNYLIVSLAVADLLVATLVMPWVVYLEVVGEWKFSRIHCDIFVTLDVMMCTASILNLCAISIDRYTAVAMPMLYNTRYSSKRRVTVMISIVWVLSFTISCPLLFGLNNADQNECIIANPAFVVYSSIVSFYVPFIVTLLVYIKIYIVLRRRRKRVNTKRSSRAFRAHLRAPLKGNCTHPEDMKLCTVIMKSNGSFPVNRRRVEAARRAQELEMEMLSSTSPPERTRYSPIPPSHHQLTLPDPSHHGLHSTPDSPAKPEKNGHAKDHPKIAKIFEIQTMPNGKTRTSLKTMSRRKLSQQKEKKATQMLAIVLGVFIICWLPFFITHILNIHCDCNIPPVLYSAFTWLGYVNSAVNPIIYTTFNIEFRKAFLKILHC
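Primary screen. Calcium kinetics in induced HEK293 T-REx D2 cells: compound pre-addition 180 s, EC20 dopamine, 180 s more.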
LDHA block – qHTS assay for inhibitors of human lactate dehydrogenase; L-lactate dehydrogenase A chain (Homo sapiens), P00338; purified LDHA, NADH/diaphorase-resazurin fluorescence; stronger effect = lower value; activity change, % (values are at about 110 or 230 µM); actives 0.15% (n = 480,000); in the data active = activity change below about -30%; inconclusive = mostly about -25% to -30%;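 also: plate controls were DMSO wells for no effect and wells without enzyme for full effect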
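LDH5 2 nM; NADH 0.06 mM, pyruvate 0.2 mM; 200 mM Tris pH 7.4, EDTA, Tween-20; 5 min RT. Detection: diaphorase 0.133 mg/mL + resazurin 37 µM, fluorescence ex540/em590 at 0 and 20 min; normalized to enzyme-free and DMSO wells.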
RXFP1 ag – qHTS Assay for Agonists of the Relaxin Receptor RXFP1 | HEK293T-RXFP1 cAMP TR-FRET, 30 min; response scale: percent of porcine relaxin response, buffer zero | Potency, µM (titrated, usually from 57.5 µM), without a hit: top-dose activation, hits mostly activators | actives 0.3% (n = 370,000); also: potency is read from the fitted curve at half-maximal effect; % is scaled to controls: 0 for no effect and ±100 for the full control effect; nearly all actives have a fitted effect of over 60% in size; many of its hits are not listed in these tables
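HEK293T cells stably expressing RXFP1 were pretreated with the PDE4 inhibitor Ro 20174, exposed to compounds for 30 min at 37C, lysed, and cAMP was read by TR-FRET. Data normalized to buffer (basal) and 29 nM porcine relaxin (100%).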
D1 potentiator – Potentiators of Human D1 Dopamine Receptor: qHTS; AID 504651, 2011; HEK293 TREx D1 cells, calcium flux, dopamine EC20 potentiation; potentiation, % at 10 µM; actives 0.036% (n = 360,000); D(1A) dopamine receptor (Homo sapiens), P21728; in the data active = potentiation above about 30%; also: 0% is about no effect
Target sequence (P21728 whole entry, looked up): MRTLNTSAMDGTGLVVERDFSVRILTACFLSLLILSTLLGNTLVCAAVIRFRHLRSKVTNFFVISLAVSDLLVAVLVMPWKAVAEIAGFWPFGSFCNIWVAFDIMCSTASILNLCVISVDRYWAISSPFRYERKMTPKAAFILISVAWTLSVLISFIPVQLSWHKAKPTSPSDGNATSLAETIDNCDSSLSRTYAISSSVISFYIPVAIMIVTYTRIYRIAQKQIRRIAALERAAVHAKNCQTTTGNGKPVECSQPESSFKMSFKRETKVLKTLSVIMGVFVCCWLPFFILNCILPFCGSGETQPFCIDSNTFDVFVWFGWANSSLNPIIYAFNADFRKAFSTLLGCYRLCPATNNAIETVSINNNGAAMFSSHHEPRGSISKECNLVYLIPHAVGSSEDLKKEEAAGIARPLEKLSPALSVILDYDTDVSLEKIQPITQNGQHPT
D1 antag – Antagonist of Human D 1 Dopamine Receptor: qHTS. actives 3.2% (n = 360,000). activity change, negative = inhibition, % at 10 µM. HEK293 TREx D1 cells, calcium flux, dopamine EC80; stronger effect = lower value. AID 504652, 2011. D(1A) dopamine receptor (Homo sapiens), P21728; in the data active = activity change below about -30%; also: % is scaled to controls: 0 for no effect and ±100 for the full control effect
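Using tetracycline-induced force-coupled D1 Hek293 cells and a calcium dye, signals were followed for 180 s after compound, then for 180 s after EC80 dopamine, to detect inhibitors.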
Vif-A3F inh – qHTS for Inhibitors of Vif-A3F Interactions: qHTS; HeLa A3F-eYFP + Vif (tagged APOBEC3F with the HIV-1 protein that degrades it), YFP fluorescence increase; actives 0.2% (n = 390,000); Potency, µM (doses to about 46.1 µM), inactives show at the top dose activity, negative = active; AID 602313, 2012; also: potency is read from the fitted curve at half-maximal effect; % of control where 0% means no effect; nearly all actives have a fitted effect of over 65% in size
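HeLa cells stably expressing Vif plus C-terminally eYFP-tagged A3F were seeded, incubated overnight at 37 deg C, dosed with compound, incubated overnight again at 37 deg C. Yellow fluorescence (Ex 488/Em 500-530) reported blocked Vif-mediated A3F-eYFP degradation.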
D1 agonist – Allosteric Agonists of the Human D1 Dopamine Receptor: qHTS. D(1A) dopamine receptor (Homo sapiens), P21728. HEK293 T-REx D1 cells, calcium flux, agonist mode. activation, % at 2 µM. actives 1% (n = 360,000). AID 504660, 2011; in the data active = activation above about 30%; also: 0% is about no effect
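Agonism was scored from calcium flux recorded over 180 s (1 read/s) after pintool compound addition, following a 10-cycle baseline. Cells were inducible force-coupled HEK293 TREx D1, plated overnight at 30 C and loaded with no-wash calcium dye.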
Starred values were filed as active, the others as inactive; ? = inconclusive; . = no result given; & = joins results of further samples. Unless noted, calls follow the shape of the dose curve; as a rule, active = well fitted curve in the direction sought with a large enough effect; inconclusive = small, poorly fitted or top-dose-only effect, or another doubt; inactive = no such curve, though single readings can be large; an effect the other way counts as inactive or inconclusive.

1. O=P(NCc1ccccc1)(Oc1ccccc1)Oc1ccccc1
2. CCOP(=O)(OCC)C(NC(=O)Cc1ccccc1)C(Cl)(Cl)Cl (stereo not drawn)
3. N#CC(c1cccnc1)N1CCOCC1 (stereo not drawn)
4. N#C/C(=C\c1ccc([N+](=O)[O-])cc1)c1nc(C2CC2)cs1
5. O=[As](O)(O)c1ccc(N=Nc2ccc(O)cc2)cc1
6. Cc1nn(-c2ccccc2)c2c1C(c1ccc3c(c1)OCO3)SCC(=O)N2 (stereo not drawn)
7. O=c1[nH]c(=O)n(C2CCCCC2)c(O)c1/C=N/N1CCCCC1c1cccnc1 (stereo not drawn)
8. N#CCCn1cc(C(=O)NCc2ccccc2)c(-c2ccccc2)n1
screen / no.,1,2,3,4,5,6,7,8
GRP78 ERSR act,2.4%,-1.8%,-6.1%,-1.1%,-3.2%,-1.9%,-6.5%,-8.0%
Vif-A3G inh,-6.7%,-4.6%,0.7%,-0.5%,1.8%,-0.3%,0.7%,0.9%
D2 potentiator,-11.9,10.4,-15.1,18.4,6.2,7.8,-1.6,0.0
LDHA block,-3.5,-1.8,-2.0,-3.7,3.9,-3.3,-1.9,-7.8
RXFP1 ag,-3.3%,0.2%,1.7%,0.4%,-4.4%,0.4%,1.4%,-0.8%
D1 potentiator,-5.0,13.8,-0.7,-1.6,-7.5,11.7,-1.4,3.3
D1 antag,-8.1,9.0,21.6,11.3,9.6,-3.7,17.8,-2.3
Vif-A3F inh,-18.5%,?,4.6%,?,-2.5%,-5.9%,-3.0%,-5.4%
D1 agonist,0.9,4.4,2.9,13.2,1.2,1.8,0.4,1.1

9. COc1ccccc1OCCCn1cc(C(=O)c2ccco2)c2ccccc21
10. C=CCn1c(O)c(C(CC)=Nc2ccc3c(c2)CCC3)c(=O)[nH]c1=O
11. Nc1c(C(=O)Nc2cccc(F)c2)sc2nc(-c3cccs3)ccc12
12. Cc1ccc2nsnc2c1-n1c(C)nc2ccccc2c1=O
13. CCCc1nc(SC)ncc1C(=O)Nc1ccc(Cl)cc1C(=O)c1ccccc1
14. CON(C)C(=O)Nc1ccc(Cl)cc1
15. Cc1cc(O)c2c(c1)C(=O)C13C(=C2O)C(=O)[C@H]2[C@@H](O)[C@@H]1[C@H]1[C@H](O)[C@@H]3C(=O)C3=C(O)c4c(O)cc(C)cc4C(=O)C312 (stereo partly drawn)
16. O=C(O)CC[N+](=O)[O-]
screen / no.,9,10,11,12,13,14,15,16
GRP78 ERSR act,9.1%,0.3%,4.2%,-4.1%,-3.9%,2.0%,-3.2%,-3.0%&-1.9%&-3.3%
Vif-A3G inh,1.7%,-4.2%,?,0.0%,-1.3%,-0.2%,?,0.0%
D2 potentiator,-0.6,8.8,-3.3,3.7,.,5.9,0.6,.
LDHA block,4.9,-0.8,-4.8,6.0,-1.4,-5.7,14.6,-7.2
RXFP1 ag,0.4%,7.7%,?,1.0%,0.3%,0.1%,1.8%,.
D1 potentiator,-6.0,-0.8,-3.5,0.6,-1.4,-1.5,4.1,.
D1 antag,-8.8,-21.1,-7.1,9.5,10.5,-1.1,2.9,.
Vif-A3F inh,-8.7%,13.5%,?,-4.5%,1.6%,0.5%,?,-0.9%
D1 agonist,10.0,2.4,32.5*,0.2,0.5,1.0,6.2,.

Six compounds drawn at random from those above, as already listed:
9. COc1ccccc1OCCCn1cc(C(=O)c2ccco2)c2ccccc21
10. C=CCn1c(O)c(C(CC)=Nc2ccc3c(c2)CCC3)c(=O)[nH]c1=O
11. Nc1c(C(=O)Nc2cccc(F)c2)sc2nc(-c3cccs3)ccc12
12. Cc1ccc2nsnc2c1-n1c(C)nc2ccccc2c1=O
14. CON(C)C(=O)Nc1ccc(Cl)cc1
16. O=C(O)CC[N+](=O)[O-]
screen / no.,9,10,11,12,14,16
GRP78 ERSR act,9.1%,0.3%,4.2%,-4.1%,2.0%,-3.0%&-1.9%&-3.3%
Vif-A3G inh,1.7%,-4.2%,?,0.0%,-0.2%,0.0%
D2 potentiator,-0.6,8.8,-3.3,3.7,5.9,.
LDHA block,4.9,-0.8,-4.8,6.0,-5.7,-7.2
RXFP1 ag,0.4%,7.7%,?,1.0%,0.1%,.
D1 potentiator,-6.0,-0.8,-3.5,0.6,-1.5,.
D1 antag,-8.8,-21.1,-7.1,9.5,-1.1,.
Vif-A3F inh,-8.7%,13.5%,?,-4.5%,0.5%,-0.9%
D1 agonist,10.0,2.4,32.5*,0.2,1.0,.

The listing continues:
17. COC(=O)[C@H]1C[C@@H]1[C@H](NP(=O)(c1ccccc1)c1ccccc1)c1ccccc1
18. COc1ccc(-c2nc(CN3C(=O)CN=C(c4ccccc4Cl)c4cc(Cl)ccc43)c(C)o2)cc1OC
19. Cc1ccccc1-n1c(/C=C/c2ccc(O)cc2)nc2ccccc2c1=O
20. COc1ccc(CCn2c(O)c(C=Nc3ccc(NC(C)=O)cc3)c(=O)[nH]c2=O)cc1OC
21. c1ccc2c(CN3CCCCCCC3)c[nH]c2c1
22. C[C@]12CCC(=O)CC1CCC1C2CC[C@]2(C)C(OC(=O)CCC(=O)O)CCC12 (stereo partly drawn)
23. COc1ccc(-n2c(Cc3cccc([N+](=O)[O-])c3)nc3ccccc3c2=O)cc1
24. O=C(Nc1cccc(OC(=O)N2CCCCC2)c1)N1CCCCC1
25. CCN1CCN(C(=O)COc2ccc(S(=O)(=O)N3CCOCC3)cc2C)CC1
26. CC1(C)CCCN1CCC(C(N)=O)(c1ccccc1)c1ccccc1
screen / no.,17,18,19,20,21,22,23,24,25,26
GRP78 ERSR act,-1.4%,-0.8%,-7.5%,-2.7%,-3.5%,-3.5%,-2.0%,-2.2%,-1.6%,-6.3%
Vif-A3G inh,4.1%,-7.9%,-4.7%,-11.6%,-22.2%,-0.1%,-1.6%,1.0%,-1.5%,-2.3%
D2 potentiator,-5.9,-3.2,5.2,3.5,4.1,8.0,5.5,-6.1,-1.3,.
LDHA block,-1.0,-2.3,-2.1,1.8,-12.1,0.2,-5.6,-2.9,-5.4,-4.8
RXFP1 ag,5.3%,1.2%,3.8%,9.7%,2.1%,3.3%,0.1%,0.9%,-2.1%,.
D1 potentiator,4.2,1.4,-0.4,-2.6,-6.2,2.5,1.5,3.0,.,.
D1 antag,19.0,9.8,-10.6,6.0,-16.0,-9.9,15.3,-15.4,-1.3,.
Vif-A3F inh,2.5%,-5.2%,?,-35.3%,-2.0%,17.5%,2.9%,-5.5%,-7.3%,-4.4%
D1 agonist,-3.7,0.7,3.5,2.9,3.3,1.5,-0.2,6.0,19.5,.

3 entries out of the list, arranged by molar mass, ascending.
21. c1ccc2c(CN3CCCCCCC3)c[nH]c2c1
24. O=C(Nc1cccc(OC(=O)N2CCCCC2)c1)N1CCCCC1
20. COc1ccc(CCn2c(O)c(C=Nc3ccc(NC(C)=O)cc3)c(=O)[nH]c2=O)cc1OC
screen / no.,21,24,20
GRP78 ERSR act,-3.5%,-2.2%,-2.7%
Vif-A3G inh,-22.2%,1.0%,-11.6%
D2 potentiator,4.1,-6.1,3.5
LDHA block,-12.1,-2.9,1.8
RXFP1 ag,2.1%,0.9%,9.7%
D1 potentiator,-6.2,3.0,-2.6
D1 antag,-16.0,-15.4,6.0
Vif-A3F inh,-2.0%,-5.5%,-35.3%
D1 agonist,3.3,6.0,2.9

Screen by screen, as entered above.
Entries 12 to 19 in D1 potentiator read 0.6, -1.4, -1.5, 4.1, ., 4.2, 1.4, -0.4

High-throughput results from PubChem.

Not all compounds are listed, so the mix of outcomes need not match the whole.
